Screening data from PubChem BioAssay.
CHT PAM: CHT positive allosteric modulators, primary screen, cell-based, membrane potential dye, choline EC20; High affinity choline transporter 1 (Homo sapiens), Q9GZV3; CHT-expressing cells; stronger effect = higher value; LV-AA mutant CHT in HEK293 cells; B-score at 10 µM; 0.49% of 310,000 active; AID 488977, 2010;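 active = initial fluorescence not abnormally high and integrated response B-score, plate-corrected, over 3 SD above library mean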
Target sequence (Q9GZV3 whole entry, looked up): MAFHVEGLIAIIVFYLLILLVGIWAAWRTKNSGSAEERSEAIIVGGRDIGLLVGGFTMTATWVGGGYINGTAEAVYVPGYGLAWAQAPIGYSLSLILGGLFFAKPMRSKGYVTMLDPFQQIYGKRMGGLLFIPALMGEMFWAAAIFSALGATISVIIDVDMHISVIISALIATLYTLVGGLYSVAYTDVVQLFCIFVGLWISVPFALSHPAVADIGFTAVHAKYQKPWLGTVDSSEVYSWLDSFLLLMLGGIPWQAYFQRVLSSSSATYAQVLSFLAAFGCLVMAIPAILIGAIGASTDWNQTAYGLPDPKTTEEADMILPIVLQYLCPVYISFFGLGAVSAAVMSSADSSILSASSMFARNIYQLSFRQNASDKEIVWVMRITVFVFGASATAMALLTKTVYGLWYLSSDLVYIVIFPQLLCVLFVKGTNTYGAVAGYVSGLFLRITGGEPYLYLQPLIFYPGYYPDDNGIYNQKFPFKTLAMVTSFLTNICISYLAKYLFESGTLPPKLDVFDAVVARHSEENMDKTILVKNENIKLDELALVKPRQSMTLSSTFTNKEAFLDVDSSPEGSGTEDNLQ
OX1R antag: OX1R (HCRTR1) antagonists, primary screen, fluorescence, CHO/OX1R cells, Fluo-8 calcium, orexin A. Orexin/Hypocretin receptor type 1 (Homo sapiens), O43613. Fluo-8 calcium fluorescence. inhibition, % at 5 µM. 0.43% of 330,000 active. AID 434989, 2010;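 active = inhibition above its plate's threshold, mean inhibition of all tested compounds on the plate plus 3 SD, cut at about 37% in these data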;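 note: 0% = orexin A challenge wells and 100% = SB-334867-A antagonist wells; not every result past the cut was called active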
Target sequence (O43613 whole entry, looked up): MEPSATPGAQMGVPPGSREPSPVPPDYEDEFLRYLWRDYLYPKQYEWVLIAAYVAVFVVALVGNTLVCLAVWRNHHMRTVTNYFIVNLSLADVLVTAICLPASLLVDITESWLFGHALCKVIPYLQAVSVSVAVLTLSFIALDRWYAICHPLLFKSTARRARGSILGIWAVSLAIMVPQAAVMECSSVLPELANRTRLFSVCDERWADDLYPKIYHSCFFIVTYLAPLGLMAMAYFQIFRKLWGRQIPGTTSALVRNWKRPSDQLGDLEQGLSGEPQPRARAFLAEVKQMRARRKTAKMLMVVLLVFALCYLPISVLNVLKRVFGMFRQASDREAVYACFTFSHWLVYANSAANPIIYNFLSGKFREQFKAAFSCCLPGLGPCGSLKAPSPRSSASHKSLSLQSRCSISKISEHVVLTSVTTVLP
* hit, by the source's call; i = inactive; x = no result given.

The line under a structure holds: CHT PAM	OX1R antag
> COc1ccccc1NS(=O)(=O)c1cccc(C(=O)NCC2(N(C)C)CCCCC2)c1
  i	-24
> Fc1ccc(CSc2ccc(-c3cccs3)nn2)cc1
  i	5
> COc1cccc(CN(C)S(=O)(=O)c2ccccc2Br)c1
  x	-21
> Cc1ccc(NC(=S)N2CCCC(c3nc4ccc(C)cc4[nH]3)C2)c(C)c1 (configuration not stated)
  i	-37
> NC(=NCCc1ccccc1)NS(=O)(=O)c1ccccc1
  i	4
> COc1cc(-c2nnc(-c3ccc(N4CCOCC4)cc3)o2)cc(OC)c1OC
  i	-31
> Cc1ccc(C)c(NC(=O)CN(C)C(=O)CSC(C)C(=O)Nc2cc(C)on2)c1 (configuration not stated)
  i	6
> C/C(=N\NC(=O)COc1ccc(C)cc1C(C)C)c1cc2ccccc2o1
  i	-43
> CC(C)N(C(=O)C[n+]1ccc(/C=N/O)cc1)C(C)C
  i	3
> CC(=O)N1CCc2c(sc(NC(=O)C3CCCN3S(=O)(=O)c3cccs3)c2C#N)C1 (configuration not stated)
  i	-14
> COc1cccc(C(=O)NC2CCCc3ccccc32)c1OC (configuration not stated)
  i	-19
> Cc1ccc(S(=O)(=O)N2CCOC23CCN(C(=O)C(=O)NCc2ccccc2)CC3)cc1
  i	-22
> CC(C)CC(c1nnnn1C1CCCCC1)N1CCN(C(=O)c2ccco2)CC1 (configuration not stated)
  i	-22
> C/C(=N\NC(=O)c1ccoc1C)c1ccc(Cl)s1
  i	-15
> COc1cc(OC)cc(C(=O)NCC(=O)OCC(=O)N2c3ccccc3NC(=O)C2(C)C)c1
  i	-32
> Cc1ccc(C(=O)N/N=C\c2ccc(-c3ccc(Cl)cc3)o2)cn1
  i	-17
> O=C(CSc1ncnc2nc[nH]c12)c1ccc([N+](=O)[O-])cc1
  i	8
> Cc1ccc(NC(=O)C2C3C=CC(O3)C2C(=O)O)cc1C (configuration not stated)
  i	-24
> O=S(=O)(NCC(c1cccnc1)N1CCN(c2ccc(F)cc2)CC1)c1ccccc1 (configuration not stated)
  i	10
> O=C(N/N=C/c1ccc(N2CCOCC2)o1)c1ccccc1[N+](=O)[O-]
  i	-9

Already shown: entries from further up.
The line under a structure holds: CHT PAM	OX1R antag
> Fc1ccc(CSc2ccc(-c3cccs3)nn2)cc1
  i	5
> COc1cccc(CN(C)S(=O)(=O)c2ccccc2Br)c1
  x	-21

The list continues:
The line under a structure holds: CHT PAM	OX1R antag
> O=C(COC(=O)CCSc1ccccc1)Nc1ccccc1Br
  x	-11
> Cc1[nH]c2ccc(-c3n[nH]c(=S)n3C)cc2c1C
  i	-2
> COc1cccc(OC)c1OCCCCN1CCCC1
  i	0
> CCN(C(=O)COC(=O)C1CC1)c1c(N)n(Cc2ccccc2)c(=O)[nH]c1=O
  x	-5
> COc1ccc(NC(C)=O)cc1C#N
  i	-10
> Cc1cc(N/C=C\c2nnnn2-c2ccc(F)cc2)no1
  i	-7
> COC(=O)c1ccc(NCCc2csc(-c3ccc(C)cc3)n2)c([N+](=O)[O-])c1
  i	-21
> Cc1ccc(S(=O)(=O)Cn2nnnc2C(c2ccc(F)cc2)N2CCCCC2)cc1 (configuration not stated)
  i	-24
> O=C(CCc1ccccc1)NNC(=O)CCc1ccccc1
  i	-3
> CCOC(=O)c1c(C)[nH]c(C)c1C=O
  i	-1
> COCc1nc2ccccc2n1Cc1ccccc1Br
  i	-29
> COc1cccc(OC)c1C(=O)NC(=S)N1CCCCC1c1cccnc1 (configuration not stated)
  i	-21
> Cc1coc2cc3oc(=O)c(CCC(=O)N[C@@H](CCCNC(N)=O)C(=O)O)c(C)c3cc12
  i	-9
> CN(C)CCCNC(=O)CC1C[C@H](C(=O)N2CCCCC2)[C@@]2(CCc3ccccc3)c3[nH]c4ccccc4c3CCN2C1=O (some centres not stated)
  x	-14
> CCc1nnc(NS(=O)(=O)c2ccc(NC(=S)Nc3ccc(F)cc3)cc2)s1
  i	1
> COc1ccc(CNC(=O)CN2C(=O)C3C4C=CC(C4)C3C2=O)cc1 (configuration not stated)
  i	-13
> Cc1ccc2[nH]c3c(c2c1)CN(C(=O)CN1CCCCC1)CC3
  i	-12
> CC(=O)Nc1ccc(S(=O)(=O)NNC(=O)C2CCCCC2)cc1
  i	-16
> CCOC(=O)C1CCCN(C(=O)c2cc3nc(-c4ccc5c(c4)OCO5)cc(C(F)(F)F)n3n2)C1 (configuration not stated)
  i	-20
> CC(=O)Nc1cc(NC(C)=O)c2nc(N)sc2c1
  i	2
> Nc1ccc(N2CCOCC2)c(S(=O)(=O)Nc2cc(Cl)ccc2Cl)c1
  i	-13
> N#Cc1c(-c2ccccc2Cl)c2c([nH]c1=O)-c1ccccc1OC2
  i	-5
> Cc1c(NC(=O)C2CCN(S(=O)(=O)c3cccs3)CC2)c(=O)n(-c2ccccc2)n1C
  i	-5
> CN(CC(=O)Nc1ccc(F)c(F)c1)S(=O)(=O)c1cccc2cccnc12
  i	-5
> CS(=O)(=O)N(CCc1ccccc1)CC(=O)Nc1ccc(OCc2ccccc2)cc1
  i	2
> Cc1ccc(S(=O)(=O)N2CCOCC2)cc1NC(=O)COC(=O)c1ccc(Cl)nc1
  x	-9
> O=C(NCc1ccccn1)c1coc(=O)c(Br)c1
  i	-2
> COC(=O)C(C)Oc1ccc2c(c1)O/C(=C\c1cccc(Br)c1)C2=O (configuration not stated)
  i	-20
> COc1cccc(C(=O)Nc2ccc(-c3nnc(-c4ccco4)o3)cc2)c1
  i	33
> CN(CC(=O)Nc1ccccc1Cl)C(=O)COC(=O)c1ccc(Cl)cc1[N+](=O)[O-]
  i	-24
> C=CCNC(=O)CN1N=C(c2ccc(C)cc2)CCC1=O
  i	-14
> COc1ccc(NC(=O)c2sc3nc(N4CCOCC4)c4c(c3c2N)CC(C)(C)OC4)c(OC)c1
  i	-18
> COc1ccc(C(CNC(=O)Nc2ccccc2)N2CCN(C)CC2)cc1 (configuration not stated)
  i	-30
> CC1=C(C)C(=O)N(c2ccc(C(=O)O)cc2)C1=O
  i	-11
> O=[N+]([O-])c1ccc(-c2ccc(/C=N/n3cnnc3)o2)c(Br)c1
  i	-2
> COc1ccc(NC(=O)CN2C(=O)CSc3ccc(S(=O)(=O)N4CCCC4)cc32)cc1OC
  i	-31
> C/C(CC(=O)NC1CCCCC1)=N\NC(=O)c1ccccn1
  i	7
> COc1ccccc1N1CCN(C(=O)c2ccc(NS(=O)(=O)c3ccc(C)cc3)cc2)CC1
  i	0
> Cc1cccc(C2NC(c3cccc(C)c3)C([N+](=O)[O-])C(C)(C)C2[N+](=O)[O-])c1 (configuration not stated)
  i	-40
> C=CCn1c(-c2ccccc2[N+](=O)[O-])n[nH]c1=S
  i	-14
> COC(=O)C1=C(C)N(C)C(C)=C(C(=O)OC)C1c1ccccn1
  i	-24
> NNc1nc(-c2ccccc2Cl)nc2sc3c(c12)CCCC3
  i	-29
> O=C(COc1ccc(-c2nnco2)cc1)N1CCN(S(=O)(=O)c2ccc3ccccc3c2)CC1
  i	-28
> COc1ccc(OC)c(/C=C2\S/C(=N/NC(=O)c3ccc4ccccc4c3)NC2=O)c1
  i	-11
> O=C1NCCN1c1ccc(CN2CCN(C3CCCCC3)C(CCO)C2)cc1 (configuration not stated)
  i	-4
> COc1ccc(NC(=O)CN2CCN(c3ccccc3Cl)CC2)cc1
  i	-3
> C=CCn1ncc(OC)c(Cl)c1=O
  i	10
> Cc1cccc2cc(CN(Cc3ccccc3)C(=O)c3cccc(F)c3)c(Cl)nc12
  i	-24
> CCN(CC(=O)Nc1cccc(F)c1)Cc1nc2ccccc2c(=O)[nH]1
  i	-32
> CS(=O)(=O)Nc1cccc(-c2cnc3ccccc3n2)c1
  i	-24

Further entries follow.
The line under a structure holds: CHT PAM	OX1R antag
> Cc1cc(C(=O)NC(C)C2CCCO2)c(C)o1 (configuration not stated)
  i	3
> CCN(c1ccccc1)S(=O)(=O)c1cc(NC(=O)CN2CCN(C)CC2)ccc1Cl
  x	-12
> Cc1cccnc1NC(=O)CCCc1c[nH]c2ccccc12
  i	-2
> CCOC(=O)COc1ccc(CCNC(C)=O)cc1
  i	-15
> Cc1cccc(NCc2nc(SCC(=O)Nc3ccccc3Br)n[nH]2)c1
  i	-29
> O=C(CN(Cc1ccccc1)S(=O)(=O)c1ccc(F)cc1)NCc1ccccn1
  i	-19
> COc1cccc(CN2C(=O)C3(C(C#N)=C(N)OC4=C3C(=O)CCC4)c3ccccc32)c1 (configuration not stated)
  i	-38
> Cn1cc(Br)c(C(=O)NNC(=O)c2ccccc2)n1
  i	0
> CCOc1cc2c(cc1OCC)C(c1ccc(C(=O)O)cc1)NCC2 (configuration not stated)
  i	-9
> COc1ccc(NC(=O)c2ccco2)cc1N
  i	-14

More compounds
molecule | CHT PAM | OX1R antag
O=C(CN1CCN(C2CCCCC2)CC1)Nc1ccccc1-c1ccccc1 | i | -23
NC(=O)c1c(NC(=O)CN2C(=O)CCC2=O)sc2c1CCCCC2 | i | 1
CCOC(=O)c1c(NC(=S)NC(=O)/C=C/c2cccs2)sc(C)c1C | i | -27
CCc1ccc(C(=O)NNC(=O)c2ccc3c(=O)n4c(nc3c2)CCC4)cc1 | i | -14
Cc1ccc(S(=O)(=O)N(CCC#N)CCN2CCCC2)cc1 | i | -2
O=C(c1ccccc1)N1CCN=C1SCc1ccc([N+](=O)[O-])cc1 | i | -10
CC(C)c1nc2ccc(NC(=O)C34CC5CC(CC(C5)C3)C4)cc2[nH]1 | i | -12
CC12CS(=O)(=O)CC1SC(=S)N2Cc1ccccc1 (configuration not stated) | i | 0
CCCc1cc(=O)[nH]c(SCC(=O)N(CC)Cc2ccccc2)n1 | i | -14
COc1ccccc1N1CCN(C(=O)CNC(=O)Cn2cnc3sc(C)c(C)c3c2=O)CC1 | i | -21
CCn1c(SCC(=O)c2ccccc2)nnc1-c1cccs1 | i | -8
CCOc1ncccc1C(=O)OCC(=O)N1CCc2ccccc21 | i | -23
CCn1c(C)cc(=S)c2ccccc21 | i | -17
O=C(O)C1CCCN1C(=O)OCc1ccccc1 (configuration not stated) | i | 1
Cc1cccc(N2CCN(C(=O)c3cn4ccccc4n3)CC2C)c1 (configuration not stated) | i | -19
Cc1ccc(NS(=O)(=O)c2cccc(C(=O)NCCCN3CCCC3=O)c2)cc1 | i | -29
Cc1ccc(S(=O)(=O)NCC(=O)OCC(=O)N2C(C)CCCC2C)cc1 (configuration not stated) | x | -7
COc1ccc(N2CCCn3c2nc2c3c(=O)n(CCN3CCOCC3)c(=O)n2C)cc1 | i | -16
Cc1ccc(N2CC(C(=O)N3CCOCC3)CC2=O)cc1Cl (configuration not stated) | i | -36
Cn1c(=O)oc2cc(S(=O)(=O)N3CCC(C(=O)NCc4ccccc4Cl)CC3)ccc21 | i | -11
CC1CCc2c(cnc3ncnn23)C1 (configuration not stated) | i | -7
CS(=O)(=O)Nc1ccccc1C(=O)NCCSc1ccc(Cl)cc1 | i | x
CC1CCC(NC(=O)C2CC(O)CN2S(=O)(=O)c2ccc([N+](=O)[O-])cc2)CC1 (configuration not stated) | x | -20
CC(CCCC(C)(C)O)NCc1cn[nH]c1-c1ccc2c(c1)OCO2 (configuration not stated) | i | -2
COc1ccc(OC)c(NC2=NC3(CCCC3)N=C(N)N2)c1 | i | -15
CCOc1ccc(S(=O)(=O)N2CCN(Cc3ccccc3)CC2)cc1 | i | -17
CCCNC(=O)N[C@@H](Cc1ccccc1)C(=O)OC | i | -3
CCC(=O)Nc1ccc(NC(=O)Cc2ccccc2)cn1 | i | -33
CC(C)(C)c1ccc(-c2nc(-c3ccncc3)no2)cc1 | i | -16
CC(=O)c1c(C)oc(C)c1CSCc1ccc(C(=O)O)o1 | i | -16
OC1CCCN(Cc2ccc3ccc4cccc5ccc2c3c45)C1 (configuration not stated) | i | -23
CCOC(=O)Nc1ccc(S(=O)(=O)Nc2nccc(C)n2)cc1 | i | 14
CN1CCN(c2nc(-c3ccccc3)cc(C(F)(F)F)n2)CC1 | i | -7
CN(Cc1ccccc1)S(=O)(=O)c1ccccc1[N+](=O)[O-] | i | -14
C#CCCCc1nc2ccccc2c(=O)n1N | i | 8
COc1cc(C)c(NC(=S)Nc2ccc(Cl)c(Cl)c2)cc1OC | i | -5

Among those listed so far, these contain a Cl atom:
molecule | CHT PAM | OX1R antag
C/C(=N\NC(=O)c1ccoc1C)c1ccc(Cl)s1 | i | -15
Cc1ccc(C(=O)N/N=C\c2ccc(-c3ccc(Cl)cc3)o2)cn1 | i | -17
Nc1ccc(N2CCOCC2)c(S(=O)(=O)Nc2cc(Cl)ccc2Cl)c1 | i | -13
N#Cc1c(-c2ccccc2Cl)c2c([nH]c1=O)-c1ccccc1OC2 | i | -5
Cc1ccc(S(=O)(=O)N2CCOCC2)cc1NC(=O)COC(=O)c1ccc(Cl)nc1 | x | -9
CN(CC(=O)Nc1ccccc1Cl)C(=O)COC(=O)c1ccc(Cl)cc1[N+](=O)[O-] | i | -24
NNc1nc(-c2ccccc2Cl)nc2sc3c(c12)CCCC3 | i | -29
COc1ccc(NC(=O)CN2CCN(c3ccccc3Cl)CC2)cc1 | i | -3
C=CCn1ncc(OC)c(Cl)c1=O | i | 10
Cc1cccc2cc(CN(Cc3ccccc3)C(=O)c3cccc(F)c3)c(Cl)nc12 | i | -24
CCN(c1ccccc1)S(=O)(=O)c1cc(NC(=O)CN2CCN(C)CC2)ccc1Cl | x | -12
Cc1ccc(N2CC(C(=O)N3CCOCC3)CC2=O)cc1Cl (configuration not stated) | i | -36
Cn1c(=O)oc2cc(S(=O)(=O)N3CCC(C(=O)NCc4ccccc4Cl)CC3)ccc21 | i | -11
CS(=O)(=O)Nc1ccccc1C(=O)NCCSc1ccc(Cl)cc1 | i | x
COc1cc(C)c(NC(=S)Nc2ccc(Cl)c(Cl)c2)cc1OC | i | -5
